Screens (PubChem)
TNAP inh noacc: inhibitors of human TNAP without phosphate acceptor. 200,000 compounds, 0.26% hits. inhibition, % at 20 µM. AID 1012. purified TNAP, CDP-star luminescence, 30 min;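 active means tissue-nonspecific alkaline phosphatase inhibition above about 50% at 20 µM in the single-dose screen, limit read from the data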;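 further: 0% = DMSO negative control and 100% = EDTA positive control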
Target sequence (P05186 whole entry, looked up): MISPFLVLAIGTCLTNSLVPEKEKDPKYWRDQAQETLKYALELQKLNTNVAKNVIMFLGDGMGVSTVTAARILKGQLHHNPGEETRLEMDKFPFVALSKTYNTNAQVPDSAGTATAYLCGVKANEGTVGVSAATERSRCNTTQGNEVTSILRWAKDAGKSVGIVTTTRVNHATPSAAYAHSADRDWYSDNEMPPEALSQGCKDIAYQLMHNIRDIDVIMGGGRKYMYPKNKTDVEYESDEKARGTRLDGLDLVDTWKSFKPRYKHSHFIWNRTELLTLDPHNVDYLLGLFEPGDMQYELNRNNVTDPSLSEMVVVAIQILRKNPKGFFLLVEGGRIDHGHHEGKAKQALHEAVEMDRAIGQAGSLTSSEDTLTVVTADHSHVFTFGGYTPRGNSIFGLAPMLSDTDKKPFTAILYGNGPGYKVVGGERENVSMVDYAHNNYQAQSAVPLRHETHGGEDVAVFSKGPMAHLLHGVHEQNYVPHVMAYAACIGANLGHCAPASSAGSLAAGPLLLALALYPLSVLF
PMI act: activators of human phosphomannose isomerase. AID 1214. 190,000 compounds, 0.005% hits. activation factor at 20 µM. P34949. purified human PMI, coupled resazurin fluorescence, 20 min; hits give high values; 1 = vehicle control, 0 substrate-free wells;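 active means activation factor of 2 or more at 20 µM, relative to plate controls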
Hsp70 activator: transcriptional activators of Hsp70 | activation, % at 10 µM | AID 1203 | 200,000 compounds, 0.04% hits | HeLa Hsp70 promoter luciferase reporter, luminescence; scaled: vehicle 0, proteasome-inhibitor control 100%;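 active means activation above the mean across all tested compounds plus 3 SD, cutoff set per campaign, cut at about 5.5% in these data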;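 further: 100% = MG132 at 30 µM as the positive control and 0% = DMSO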
TNAP inh hi DEA: blocks human TNAP under high phosphate acceptor concentration; P05186; purified TNAP, CDP-star luminescence, 1 M DEA; inhibition, % at 20 µM; 200,000 compounds, 0.03% hits; AID 1135;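 active means over 50% inhibition of tissue-nonspecific alkaline phosphatase at 20 µM in the single-dose screen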;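 further: plate controls were DMSO wells for no effect and EDTA-quenched wells as full inhibition for full effect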
RAM network inh: inhibitors of the yeast RAM network; AID 868; 190,000 compounds, 1.8% hits; inhibition, % at 50 µM; S. cerevisiae dse1pr::URA3 reporter, 5-FOA growth OD615, 2 d; analog-sensitive cbk1-as2 kinase mutant strain;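 active means inhibition above a set limit, 3 SD over mean compound inhibition, cut at about 8.4% in these data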;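 further: 0% = DMSO-only wells with no growth and 100% = 10 µM 1-NA-PP1 full growth; inhibition rescues growth on 5-FOA so higher OD means more RAM inhibition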
L major viab: inhibitors of Leishmania major promastigote growth; inhibition, % at 10 µM; 200,000 compounds, 9% hits; Leishmania major promastigotes, resazurin fluorescence viability; in the data active means inhibition above about 50%;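 further: promastigotes grown with compound for 44 hours at 28 °C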
DTT redox prof: compounds producing H2O2 with reducing agent – biochemical, NIH compound library profiling, artefact control for MLSCN library redox annotation, primary screen; AID 878; activation, % at 10 µM; 200,000 compounds, 0.03% hits; DTT-dependent redox cycling H2O2, phenol red/HRP absorbance; 100% = 100 µM peroxide control, 0% = buffer;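 active means activation of at least 50% relative to the plate's high and low controls in the primary single-dose screen; inactive means activation below 50%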;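 further: compound incubated with DTT at 0.8 mM final as the reducing agent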
HMGR II inh: E. faecalis class II HMG-CoA reductase inhibition. AID 1066. inhibition, % at 10 µM. 190,000 compounds, 0.41% hits. purified E. faecalis HMGR, NADPH absorbance 340 nm kinetic;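 active means inhibition above a set limit, the median over all tested compounds plus 3 SD, cut at about 9.5% in these data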;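 further: enzyme runs in reverse so mevalonate oxidation gives rising NADPH absorbance; 0% = complete reaction with DMSO and 100% = background rate lacking mevalonate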
S1P3 antagonist: blocks the human S1P3 receptor; Q99500; CHO S1P3 NFAT-BLA reporter, FRET fluorescence, antagonist mode; inhibition, % at 4.98 µM; 170,000 compounds, 0.27% hits;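 active means inhibition above the plate cutoff, the mean inhibition of test wells on that plate plus 3 SD, cut at about 28% in these data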;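 further: cells challenged with S1P at its EC80 of 0.8 µM; blue over green emission ratio from cleaved BLA substrate after 4 h stimulation; 0% = S1P-stimulated wells and 100% = unstimulated DMSO-only wells; some compounds past the cut are filed as inactive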
Target sequence (Q99500 whole entry, looked up): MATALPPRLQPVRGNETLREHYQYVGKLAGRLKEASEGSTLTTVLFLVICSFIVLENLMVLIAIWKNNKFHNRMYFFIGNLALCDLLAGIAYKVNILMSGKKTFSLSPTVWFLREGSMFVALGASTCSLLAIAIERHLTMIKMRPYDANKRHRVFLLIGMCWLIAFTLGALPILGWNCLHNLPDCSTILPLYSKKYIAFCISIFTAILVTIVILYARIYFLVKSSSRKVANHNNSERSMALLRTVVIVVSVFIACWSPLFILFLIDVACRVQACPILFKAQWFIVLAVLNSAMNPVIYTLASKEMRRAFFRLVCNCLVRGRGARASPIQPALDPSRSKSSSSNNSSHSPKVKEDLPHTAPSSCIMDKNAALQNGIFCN
PMI act satM6P: activators of human phosphomannose isomerase at near-saturating mannose 6-phosphate; coupled PMI enzyme assay, resazurin fluorescence, 20 min; hits give high values; 1 = untreated enzyme, 0 = substrate-free blank; AID 1216; activation factor at 20 µM; 190,000 compounds, 0.34% hits;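 active means activation factor of 2 or more at 20 µM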
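assay system = human phosphomannose isomerase with PGI, G6PDH, diaphorase coupling enzymes | quantity = 15 ng/mL PMI | incubation = enzyme reaction with compound 20 min at room temperature | medium = HEPES pH 7.4 buffer with MgCl2 and Tween-20 | compound dosing = one concentration, 20 µM, in 1% DMSO | measured by = Diaphorase-driven resazurin-to-resorufin fluorescence, excitation 544, emission 590 nm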
The depositor's hits bear a star.

How did O=C(COC(=O)C1CC2C=CC1C2)NCc1ccco1 (centres undefined) do in these assays?
TNAP inh noacc: -14; PMI act: 0.9; Hsp70 activator: 0.1; TNAP inh hi DEA: -9; RAM network inh: 1.7; L major viab: -6; DTT redox prof: 0.0; HMGR II inh: -1; S1P3 antagonist: 4; PMI act satM6P: 0.9

What do the screens show for `O=C(Nc1cccc(Cl)c1)NC1CCCCC1`?
TNAP inh noacc: -14; PMI act: 0.9; Hsp70 activator: -0.2; TNAP inh hi DEA: -6; RAM network inh: 0.9; L major viab: 17; DTT redox prof: 2.2; HMGR II inh: 2; S1P3 antagonist: 31; PMI act satM6P: 0.9

What do the screens show for `O=[N+]([O-])c1ccc(-c2nc3ccc([N+](=O)[O-])cc3[nH]2)cc1`?
TNAP inh noacc: -4; PMI act: 1; Hsp70 activator: 0.3; TNAP inh hi DEA: 0; RAM network inh: 1.5; L major viab: 32; DTT redox prof: 1.1; HMGR II inh: -2; PMI act satM6P: 1

What do the screens show for `C=CCNC1=C(Cl)C(=O)N(c2ccccc2Cl)C1=O`?
TNAP inh noacc: 7; PMI act: 1; Hsp70 activator: 0.1; TNAP inh hi DEA: 0; RAM network inh: 8.9*; L major viab: -4; DTT redox prof: 0.2; HMGR II inh: -5; S1P3 antagonist: -2; PMI act satM6P: 1

What do the screens show for `CC(=O)N1CCN(S(=O)(=O)c2cccc(C(=O)Nc3ccccc3N3CCOCC3)c2)CC1`?
TNAP inh noacc: 0; PMI act: 1.2; Hsp70 activator: -0.1; TNAP inh hi DEA: -5; RAM network inh: 0.0; L major viab: 2; DTT redox prof: -0.4; HMGR II inh: -1; S1P3 antagonist: 0; PMI act satM6P: 1.1

How did O=C(CSc1nnc(-c2ccccc2F)n1C1CC1)NC(=O)c1cccc([N+](=O)[O-])c1 do in these assays?
TNAP inh noacc: 5; PMI act: 1; Hsp70 activator: -0.5; TNAP inh hi DEA: -2; RAM network inh: 2.8; L major viab: -4; DTT redox prof: 0.6; HMGR II inh: -6; S1P3 antagonist: 0; PMI act satM6P: 1

Results for CCNC(=O)CC1C(=O)N(c2ccc(F)cc2)C(=O)N1Cc1ccccn1 (centres undefined) ?
TNAP inh noacc: 1; PMI act: 1; Hsp70 activator: 0.0; TNAP inh hi DEA: -4; RAM network inh: 3.9; L major viab: -4; DTT redox prof: -0.1; HMGR II inh: 1; PMI act satM6P: 0.9

How did O=C(CN1CCN(C/C=C/c2ccccc2)CC1)NC(=O)NC1CCCCC1 do in these assays?
TNAP inh noacc: -4; PMI act: 1; Hsp70 activator: -0.2; TNAP inh hi DEA: -2; RAM network inh: -0.8; L major viab: 38; DTT redox prof: -0.2; HMGR II inh: -6; S1P3 antagonist: -12; PMI act satM6P: 1

Results for O=C(CCC(=O)NNC(=O)COc1ccc(Br)cc1Br)NCc1ccccc1 ?
TNAP inh noacc: -31; PMI act: 1; Hsp70 activator: 0.0; TNAP inh hi DEA: -6; RAM network inh: 3.0; L major viab: -10; DTT redox prof: -1.2; HMGR II inh: -8; S1P3 antagonist: -18; PMI act satM6P: 1.1

Results for CC(C)c1ccccc1NC(=S)NCc1ccccc1F ?
TNAP inh noacc: 20; PMI act: 0.9; Hsp70 activator: -0.1; TNAP inh hi DEA: 0; RAM network inh: 0.5; L major viab: 20; DTT redox prof: -0.2; HMGR II inh: -2; S1P3 antagonist: -2; PMI act satM6P: 1

How did CC(C)Oc1cc(NC(=O)CSCC(=O)Nc2cccc(C(F)(F)F)c2)c(Cl)cc1Cl do in these assays?
TNAP inh noacc: -1; PMI act: 0.9; Hsp70 activator: -0.4; TNAP inh hi DEA: 1; RAM network inh: 4.2; L major viab: 8; DTT redox prof: 2.2; HMGR II inh: -4; PMI act satM6P: 1

What do the screens show for `CN(CC(=O)N1CCN(c2ccc(F)cc2)CC1)S(=O)(=O)c1ccc2c(c1)c(=O)n(C)c(=O)n2C`?
TNAP inh noacc: -7; PMI act: 0.9; Hsp70 activator: -0.3; TNAP inh hi DEA: 0; RAM network inh: 1.3; L major viab: 4; DTT redox prof: 0.0; HMGR II inh: -2; S1P3 antagonist: -5; PMI act satM6P: 0.9

Results for COc1ccc(NS(=O)(=O)c2ccc3oc(SCc4ccc(F)cc4)nc3c2)cc1 ?
TNAP inh noacc: 1; PMI act: 0.8; Hsp70 activator: -0.4; TNAP inh hi DEA: -4; RAM network inh: 13*; L major viab: -4; DTT redox prof: 0.5; HMGR II inh: 2; S1P3 antagonist: 1; PMI act satM6P: 0.9

How did O=C(O)C1CSC(c2ccco2)N1 (centres undefined) do in these assays?
TNAP inh noacc: -18; PMI act: 1; Hsp70 activator: 0.4; TNAP inh hi DEA: -2; RAM network inh: 0.8; L major viab: 4; DTT redox prof: -1.0; HMGR II inh: -7; S1P3 antagonist: -8; PMI act satM6P: 0.9

Results for CCOc1ccc(OCc2cccc(C(=O)N3CCCCCC3)c2)cc1 ?
TNAP inh noacc: -10; PMI act: 1; Hsp70 activator: -0.3; TNAP inh hi DEA: -4; RAM network inh: 1.5; L major viab: 4; DTT redox prof: -0.4; HMGR II inh: 3; S1P3 antagonist: -21; PMI act satM6P: 1

Results for Cc1noc(C)c1C(=O)OCC(=O)Nc1ccc(C(N)=O)cc1 ?
TNAP inh noacc: -2; PMI act: 1; Hsp70 activator: -0.2; TNAP inh hi DEA: -1; RAM network inh: 0.1; L major viab: -2; DTT redox prof: -1.1; HMGR II inh: -4; S1P3 antagonist: -7; PMI act satM6P: 1.1

What do the screens show for `CNCCCCOc1ccccc1Cc1ccccc1`?
TNAP inh noacc: -10; PMI act: 0.9; Hsp70 activator: 0.0; TNAP inh hi DEA: -9; HMGR II inh: 6; S1P3 antagonist: -5; PMI act satM6P: 1

How did Cc1ccc(Cn2c(O)c(N=NC(=S)Nc3ccccc3F)c3ccccc32)cc1 do in these assays?
TNAP inh noacc: 32; PMI act: 1; Hsp70 activator: -0.1; TNAP inh hi DEA: 18; RAM network inh: 5.0; L major viab: 97*; DTT redox prof: 1.1; HMGR II inh: 7; S1P3 antagonist: -5; PMI act satM6P: 1.1

How did CCc1[nH]c(=S)c(C#N)c2c1CCCC2 do in these assays?
TNAP inh noacc: 0; PMI act: 1.6; Hsp70 activator: -0.2; TNAP inh hi DEA: -1; RAM network inh: -0.4; L major viab: -7; DTT redox prof: 0.4; HMGR II inh: -3; S1P3 antagonist: 6; PMI act satM6P: 2.2*

What do the screens show for `Fc1ccc(CNc2nc3ccccc3n3cnnc23)cc1`?
TNAP inh noacc: -17; PMI act: 1; Hsp70 activator: 0.0; TNAP inh hi DEA: -5; RAM network inh: 1.3; L major viab: 4; DTT redox prof: -0.7; HMGR II inh: -4; PMI act satM6P: 0.9

Results for CN1CCN(C(=O)c2ccc(N3CCCC3=O)cc2)CC1 ?
TNAP inh noacc: -9; PMI act: 1; Hsp70 activator: -0.1; TNAP inh hi DEA: -1; RAM network inh: 0.8; L major viab: -2; DTT redox prof: -1.0; HMGR II inh: -2; PMI act satM6P: 1.1

How did CCn1nnnc1SCC(=O)Nc1cccc(NC(C)=O)c1 do in these assays?
TNAP inh noacc: 2; PMI act: 1.1; Hsp70 activator: 0.2; TNAP inh hi DEA: -7; RAM network inh: 1.4; L major viab: 3; DTT redox prof: 3.4; HMGR II inh: 2; S1P3 antagonist: -34; PMI act satM6P: 1.1

How did O=C(CSc1ncccn1)NC(=O)Nc1ccc2c(c1)OCCO2 do in these assays?
TNAP inh noacc: 0; PMI act: 0.9; Hsp70 activator: 0.1; TNAP inh hi DEA: 0; RAM network inh: 3.2; L major viab: 2; DTT redox prof: -0.8; HMGR II inh: -9; S1P3 antagonist: -18; PMI act satM6P: 0.9

What do the screens show for `CCc1cc(=O)[nH]c(SCCC(F)=C(F)F)n1`?
TNAP inh noacc: -9; PMI act: 1.1; Hsp70 activator: -0.5; TNAP inh hi DEA: -4; RAM network inh: 2.6; L major viab: -1; DTT redox prof: -1.6; HMGR II inh: -9; S1P3 antagonist: -14; PMI act satM6P: 1

Results for COc1ccc(C(=O)N/N=C/c2ccccn2)cc1OC ?
TNAP inh noacc: -84; PMI act: 0.9; Hsp70 activator: -0.3; TNAP inh hi DEA: 2; RAM network inh: 2.5; L major viab: -5; DTT redox prof: -0.5; HMGR II inh: -5; S1P3 antagonist: 2; PMI act satM6P: 0.9

What do the screens show for `CCOC(=O)c1c(C(=O)OCC)c(C)n(Cc2cc(OC)c(OC)c(OC)c2)c1C`?
TNAP inh noacc: -5; PMI act: 1; Hsp70 activator: -0.4; TNAP inh hi DEA: 2; RAM network inh: 2.6; L major viab: 1; DTT redox prof: 0.6; HMGR II inh: 7; S1P3 antagonist: 0; PMI act satM6P: 1

Results for COc1ccccc1N1CCN(C(=O)c2ccc(Cl)c(S(=O)(=O)N3CCCC3)c2)CC1 ?
TNAP inh noacc: -7; PMI act: 1; Hsp70 activator: -0.1; TNAP inh hi DEA: -2; RAM network inh: 0.5; L major viab: 1; DTT redox prof: -0.3; HMGR II inh: -1; S1P3 antagonist: 6; PMI act satM6P: 1

Results for CC(C)(C)n1ncc2c(=O)n(CC(=O)NCCc3ccccc3)cnc21 ?
TNAP inh noacc: -7; PMI act: 0.9; Hsp70 activator: -0.2; TNAP inh hi DEA: 0; RAM network inh: 0.8; L major viab: -8; DTT redox prof: 0.1; HMGR II inh: -4; S1P3 antagonist: 10; PMI act satM6P: 0.9

Results for COc1ccc(N(C)S(=O)(=O)c2cccc3cccnc23)c(OC)c1 ?
TNAP inh noacc: -7; PMI act: 1; Hsp70 activator: 0.0; TNAP inh hi DEA: -3; RAM network inh: 0.0; L major viab: -2; DTT redox prof: -0.7; HMGR II inh: -12; S1P3 antagonist: -10; PMI act satM6P: 0.9

Results for C(=N\Nc1nc(Nc2ccccc2)nc(Nc2ccccc2)n1)/c1ccncc1 ?
TNAP inh noacc: -1; PMI act: 0.9; Hsp70 activator: -0.3; TNAP inh hi DEA: 0; RAM network inh: 0.9; L major viab: -3; DTT redox prof: 0.7; HMGR II inh: -1; S1P3 antagonist: 12; PMI act satM6P: 0.9

How did Cc1ccc2cccc(Oc3ncnc4scc(-c5ccccc5)c34)c2n1 do in these assays?
TNAP inh noacc: -6; PMI act: 0.8; Hsp70 activator: -0.4; TNAP inh hi DEA: 0; RAM network inh: 2.1; L major viab: 32; DTT redox prof: 1.0; HMGR II inh: -5; S1P3 antagonist: -23; PMI act satM6P: 0.8

Results for CN(C)C(=O)/C(=C\c1cccc(Oc2ccccc2)c1)NC(=O)c1ccccc1 ?
TNAP inh noacc: -1; PMI act: 0.8; Hsp70 activator: -0.3; TNAP inh hi DEA: 2; RAM network inh: 0.2; L major viab: 0; DTT redox prof: 0.2; HMGR II inh: -1; S1P3 antagonist: 4; PMI act satM6P: 0.9
